# Screens deposited in PubChem BioAssay by several laboratories.
# TAAR1 antagonist: human TAAR1 antagonists, primary screen, Fluo-8 calcium fluorescence, CHO RD-HGA16 cells | Trace amine-associated receptor 1 (Homo sapiens), Q96RJ0 | antagonist | inhibition, % at 3 µM | hit rate 1.5% among 360,000 | AID 624466, 2012;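 active = inhibition above a per-plate cutoff, the mean inhibition of test compounds on that plate plus 3 SD, cut at about 49% in these data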;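 note: 0% = DMSO plus EC80 beta-PEA response and 100% = DMSO alone without agonist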
#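 System: RD-HGA16 CHO cells with stable hTAAR1 and Gα16 | Probe or stimulus: EC80 β-phenethylamine stimulus | Dosing: 3 µM, single point | Times: Dye loading 75 min at 37 °C, then 30 min room temperature | Measured by: Fluo-8 calcium-sensitive fluorescence | Read-out basis: % inhibition of agonist calcium response | Replicates: n of 1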
# M5 ag: human M5 muscarinic receptor agonists, primary screen, CHO-K1 cells, Fluo-8 calcium fluorescence; activation, % at 3 µM; CHO-K1 hM5 cells; 0% DMSO wells, 100% maximal acetylcholine response; hit rate 0.19% among 360,000;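 active = activation above the run's mean over test compounds plus 3 SD, cut at about 23% in these data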;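 note: signal is peak over basal fluorescence ratio across the kinetic read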
# Target sequence (P08912 whole entry, looked up): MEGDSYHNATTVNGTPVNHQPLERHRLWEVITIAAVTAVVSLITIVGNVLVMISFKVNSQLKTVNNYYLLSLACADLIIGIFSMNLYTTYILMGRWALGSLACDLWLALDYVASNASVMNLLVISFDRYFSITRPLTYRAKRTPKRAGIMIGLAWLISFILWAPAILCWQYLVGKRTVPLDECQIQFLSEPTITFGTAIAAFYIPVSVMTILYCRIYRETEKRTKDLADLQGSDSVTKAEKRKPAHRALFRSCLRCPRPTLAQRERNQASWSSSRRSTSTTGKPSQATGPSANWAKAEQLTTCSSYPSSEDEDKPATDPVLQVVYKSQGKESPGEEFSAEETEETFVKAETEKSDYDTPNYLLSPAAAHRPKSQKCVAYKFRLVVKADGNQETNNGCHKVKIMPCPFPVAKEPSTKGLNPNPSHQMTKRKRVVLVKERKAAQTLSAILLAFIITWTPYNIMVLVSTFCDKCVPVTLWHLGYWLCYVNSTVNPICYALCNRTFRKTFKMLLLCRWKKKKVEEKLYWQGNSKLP
# CHRM5 antagonist: human M5 muscarinic receptor antagonists, primary screen, CHO cells, Fluo-8 calcium fluorescence; Muscarinic acetylcholine receptor M5 (Homo sapiens), P08912; CHO-hM5 cells, ACh EC80; inhibition, % at 3 µM; hit rate 0.59% among 360,000; AID 624040, 2012;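 active = inhibition above a per-plate cutoff, the mean of that plate's test compounds plus 3 SD, cut at about 27% in these data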;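 note: 0% = acetylcholine EC80 with DMSO and 100% = DMSO without agonist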
# CRFBP-R2 agonist: agonists of CRF-BP/CRF-R2 complex, primary screen, cell-based, HEK293, calcium dye fluorescence, uHTS | CRF-binding protein / CRF receptor 2 complex (human) | calcium dye fluorescence (FLIPR); percent of saturating CRF peptide response | activation, % at 13.2 µM | hit rate 0.46% among 350,000 | AID 588473, 2011;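 active = activation of at least 50%, plus an integration ratio under a set limit after plate pattern correction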;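 note: plate controls were neutral control wells without compound for no effect and CRF at EC100 for full effect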
# CRFBP-R2 block: antagonists of CRF-BP/CRF-R2 complex, primary screen, cell-based, HEK293, calcium dye fluorescence, uHTS; hit rate 0.59% among 350,000; AID 588475, 2011; inhibition, % at 11.8 µM; CRF-induced calcium fluorescence;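 active = inhibition of the ligand-induced calcium signal above about 50% at the single tested concentration, limit read from the data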
# CHRM5 PAM: human M5 muscarinic receptor positive allosteric modulators, primary screen, CHO-K1 cells, Fluo-8 calcium fluorescence; Muscarinic acetylcholine receptor M5 (Homo sapiens), P08912; CHO-K1 hM5, ACh EC20 PAM; 0% = ACh EC20, 100% = ACh EC100; activation, % at 3 µM; hit rate 0.3% among 360,000;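 active = activation above the run cutoff, the mean activation of all test compounds plus 3 SD, cut at about 18% in these data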
#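 system = human M5 receptor in CHO-K1 cells | compound = one concentration, 3 µM final (nominal) | schedule = Post-acetylcholine fluorescence recording 140 s | signal = Fluo-8 calcium dye fluorescence, kinetic read | benchmarks = low control EC20 acetylcholine (0%), high control EC100 acetylcholine (100%) | repeats = singlicate, one well per test compound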
# M1 PAM parental: nonselective calcium activators in parental CHO-K1 cells, primary screen, counter-screen for M1 PAM project, cell-based, Fluo-8 calcium fluorescence, full deck, 1536-well. ATP EC20; 0% at ATP EC20, 100% at ATP max. activation, % at 3 µM. hit rate 0.02% among 360,000;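 active = activation above the run cutoff, the mean activation of all test compounds plus 3 SD, cut at about 40% in these data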;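 note: peak over basal fluorescence ratio in a 140 s read after ATP addition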
# M4 PAM: human M4 muscarinic receptor positive allosteric modulators, primary screen, CHO-K1 cells, Fluo-8 calcium fluorescence. hit rate 0.4% among 360,000. CHO-K1 hM4/Gqi5, ACh EC20; 0% = ACh EC20, 100% = maximal ACh. activation, % at 3 µM. AID 624126, 2012;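 active = activation above its plate's cutoff, the mean activation of sample wells plus 3 SD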; note: some results filed as inactive read as strong as hits
# Target sequence (P08173 whole entry, looked up): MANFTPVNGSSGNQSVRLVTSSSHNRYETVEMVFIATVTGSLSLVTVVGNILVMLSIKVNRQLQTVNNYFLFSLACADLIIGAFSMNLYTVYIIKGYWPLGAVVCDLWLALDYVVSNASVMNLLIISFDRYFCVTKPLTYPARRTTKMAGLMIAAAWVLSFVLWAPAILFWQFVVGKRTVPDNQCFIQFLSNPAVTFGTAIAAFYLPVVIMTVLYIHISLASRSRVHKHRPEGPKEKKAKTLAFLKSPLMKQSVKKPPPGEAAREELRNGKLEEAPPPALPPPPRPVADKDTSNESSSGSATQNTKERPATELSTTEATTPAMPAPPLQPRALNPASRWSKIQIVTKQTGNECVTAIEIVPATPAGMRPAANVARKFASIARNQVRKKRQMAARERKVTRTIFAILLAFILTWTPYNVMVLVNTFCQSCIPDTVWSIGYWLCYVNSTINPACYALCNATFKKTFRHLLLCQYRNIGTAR
# TAAR1 agonist: human TAAR1 agonists, primary screen, Fluo-8 calcium fluorescence, CHO RD-HGA16 cells. Trace amine-associated receptor 1 (Homo sapiens), Q96RJ0. vehicle wells 0%, saturating PEA agonist 100%. AID 624467, 2012. activation, % at 3 µM. hit rate 0.99% among 360,000;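 active = activation above the mean activation of all test compounds in the run plus 3 SD, cut at about 38% in these data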
#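 test system = CHO RD-HGA16 cells carrying human TAAR1 plus Gα16 | schedule = 17-24 h seeding, 75 min 37 °C dye, 30 min RT | compound dosing = 3 µM single concentration | control set = DMSO and PEA EC100 | replicates = n 1 | signal = Fluo-8 fluorescence, 5 s baseline then 140 s kinetic read | measure = percent activation vs PEA EC100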
# Starred values were filed as active, the others as inactive; . = no result given.
SMILES,TAAR1 antagonist,M5 ag,CHRM5 antagonist,CRFBP-R2 agonist,CRFBP-R2 block,CHRM5 PAM,M1 PAM parental,M4 PAM,TAAR1 agonist
COc1ccc(C(=O)NCC(=O)OCc2ccccc2F)cc1,-10,-1,8,0.9,-10,0,-1,-2,-1
c1ccc(N=NN2CCOCC2)cc1,-17,0,-8,-1.4,8,1,-10,5,0
COc1ccc(/C=N/n2cnnc2)cc1Br,-21,-2,2,3.4,-5,7,-23,-2,4
O=C(O)CCN1C(=O)/C(=C\c2ccc(-c3nc4ccccc4s3)o2)SC1=S,.,2,3,42,-16,-3,12,8,.
CC(=O)C1C(c2ccc(C)cc2)c2c(n[nH]c2C)CC1(C)O (stereo not drawn),1,-1,-4,-1.2,-4,2,8,7,6
O=C(O)COc1ccccc1/C=N/NC(=O)CSc1nnc(SCc2ccc(Cl)cc2)s1,-24,2,-4,2.4,-1,0,5,-1,3
CCCCn1c(N)c(N(CCOC)C(=O)c2ccc(Br)s2)c(=O)[nH]c1=O,-1,-2,0,-0.1,0,-7,26,6,0
O=C(CSc1nncn1-c1cccnc1)N(c1ccccc1)c1ccccc1,15,1,-5,-0.9,-15,0,8,-1,1
COc1ccc(-c2cn3c4c(sc3n2)CCCC4)cc1,13,-3,0,-0.1,7,2,-5,1,10
CCCn1c(=O)c2c(nc3n2CCCN3CCc2ccccc2)n(C)c1=O,-19,3,11,0.1,1,1,17,-4,7
CCOC1=C2CN(S(=O)(=O)c3ccc(Cl)cc3)[C@H](c3ccccc3)C[C@@H]2N(S(=O)(=O)c2ccc(C)cc2)[C@H](c2ccccc2)C1,-16,3,-3,.,.,-4,8,-3,1
COCCN(C(=O)c1cc2c(s1)CCCCC2)c1c(N)n(Cc2ccccc2)c(=O)[nH]c1=O,-14,1,1,-0.7,-4,3,11,11,1

# Overlap with the part before: five compounds, followed by the next part.
SMILES,TAAR1 antagonist,M5 ag,CHRM5 antagonist,CRFBP-R2 agonist,CRFBP-R2 block,CHRM5 PAM,M1 PAM parental,M4 PAM,TAAR1 agonist
O=C(CSc1nncn1-c1cccnc1)N(c1ccccc1)c1ccccc1,15,1,-5,-0.9,-15,0,8,-1,1
COc1ccc(-c2cn3c4c(sc3n2)CCCC4)cc1,13,-3,0,-0.1,7,2,-5,1,10
CCCn1c(=O)c2c(nc3n2CCCN3CCc2ccccc2)n(C)c1=O,-19,3,11,0.1,1,1,17,-4,7
CCOC1=C2CN(S(=O)(=O)c3ccc(Cl)cc3)[C@H](c3ccccc3)C[C@@H]2N(S(=O)(=O)c2ccc(C)cc2)[C@H](c2ccccc2)C1,-16,3,-3,.,.,-4,8,-3,1
COCCN(C(=O)c1cc2c(s1)CCCCC2)c1c(N)n(Cc2ccccc2)c(=O)[nH]c1=O,-14,1,1,-0.7,-4,3,11,11,1
CCOC(=O)c1c(C)oc2c(CC(=O)c3ccccc3)c(Cl)c(O)c(O)c12,-3,-3,-2,-0.8,17,-2,22,23,1
COCCNC(=O)c1ccc(CS(=O)(=O)c2ccc(Cl)cc2)o1,20,0,0,-1.8,7,3,18,2,4
COc1cc(/C=C/C(=O)OCC(=O)Nc2ccccc2Sc2ccc(Cl)cc2)ccc1O,41,-3,8,1.8,-24,-10,26,-6,1
CN(C)c1c(-c2ccccc2)cc(-c2ccccc2)[nH]c1=O,-23,2,1,.,.,0,-2,-5,1
O=C(CCc1nnc(CCCc2ccccc2)o1)N1CCCCCC1,-10,-2,7,-0.1,16,1,5,3,9
CC(C)n1c(NCCc2ccccc2)nc2c1c(=O)n(C)c(=O)n2C,25,0,2,-1.1,6,-4,7,-1,19
COc1ccc(NC(=O)c2cc(S(=O)(=O)N3CCCCC3)ccc2N2CCCCC2)cn1,0,-8,-4,3.1,-9,1,5,-9,-1
Cn1c(=O)c2c(nc(OC3CCCCCC3)n2C)n(C)c1=O,-8,2,4,-2.5,-24,-1,-2,0,0
CCCCC[C@H]1CCCCC[C@H](O)C[C@@H](O)[C@H](O)/C=C/C(=O)O1,-9,4,-2,.,.,-4,12,13,0
CCCN(CC(=O)Nc1ccccc1OC)C(=O)c1cccc(S(=O)(=O)NCc2ccccc2)c1,9,0,10,0.0,10,-3,2,-2,6
CN(C)CCC#CC(O)(c1ccccc1)c1ccccc1,1,-9,38*,-2.2,7,-19,20,-15,2
CCOC(=O)c1c(NC(=O)c2ccoc2C)sc2c1CCC2,-22,-3,5,1.4,-35,-2,14,8,0
O=c1c2ccccc2nc(/C=C/c2ccc([N+](=O)[O-])cc2)n1CCCO,19,0,-1,-2.6,22,-7,22,6,7
CCS(=O)(=O)c1ccc2oc(Nc3ccc(OC)cc3)nc2c1,-16,-3,-2,-3.0,3,8,13,1,1
COc1cccc2c1Oc1ncccc1N(C(=O)CCC(=O)NCc1ccc(C)cc1)C2,0,-2,3,0.0,-5,1,4,1,1
Cc1cccc(C)c1NC(=O)CN1CCN(C(=O)CNC(=O)Cc2cccc3ccccc23)CC1,0,0,-4,-1.9,14,2,0,-1,-1
COc1cc(Br)c(C(C)NC(=O)c2ccc(C)cc2)cc1OC (stereo not drawn),0,5,-5,-0.6,4,-3,2,0,4
COCCNC(=S)N1CCN(c2nc(-c3ccccc3)cs2)CC1,25,4,-10,-1.0,2,-5,8,-3,10
O=C(c1ccc(CSc2ccc(Cl)cc2)cc1)N1CCOCC1,15,2,3,0.6,8,-4,1,-6,7
C#CCOCCOCCOCCNc1nc(N2CCN(C(=O)CCCCCCCCCCNC(=O)[C@H](CCCCN)n3cc(C[C@@H](C)CC)nn3)CC2)nc(N2CCN(C(=O)CCCCCCCCCCNC(=O)[C@@H]([C@H](C)O)n3cc(C)nn3)CC2)n1,.,-2,6,5.3,-84,6,11,2,.
CSc1nc2c(ccc3ccccc32)o1,-9,0,3,-1.1,10,-6,5,12,8
COc1ccc(S(=O)(=O)N2CCOCC2)c(Cl)c1Cl,4,-2,2,2.1,-27,0,23,0,7
COc1ccc(S(=O)(=O)NC(C)C)cc1C(=O)NC1CCCCC1,-9,1,-1,-2.0,-37,3,19,9,2
CCCC(=O)NCCCc1nc2ccccc2[nH]1,-2,1,-7,1.2,-20,2,1,4,1
c1ccc(C(c2nnnn2C2CCCC2)N2CCCCCC2)nc1 (stereo not drawn),0,-7,0,-2.9,-7,-9,-6,-18,-5
CCOC(=O)c1ccccc1NC(=O)Cn1cnc2c(cnn2-c2ccc(F)cc2)c1=O,-10,2,-5,-1.7,6,1,14,14,2
Nc1nccc(/C=C/c2c(F)cccc2Cl)n1,-5,-6,-8,1.3,-28,-1,-1,-2,-1
O=C(CSc1n[nH]c(-c2ccccc2)n1)Nc1ncc(Br)cc1Br,-21,-1,0,-1.9,13,-4,15,-8,12
Cc1csc(=Nc2c(C)n(C)n(-c3ccccc3)c2=O)n1-c1ccccc1,-8,-1,5,0.9,-24,6,10,1,6
COc1ccc(NC(=O)C(C)Sc2nnc(C3CC3)n2C2CC2)cc1 (stereo not drawn),1,0,5,2.4,-3,2,9,2,1
O=c1c(F)cn(C2CCCO2)c(=O)n1Cc1c(F)cccc1Cl (stereo not drawn),4,-6,4,-1.4,1,3,14,-3,7
CC(C(=O)Nc1cccnc1)N1C(=O)C2C3C=CC(C3)C2C1=O (stereo not drawn),-7,0,-1,0.1,-19,2,12,-3,6
CCCCCCN=C(C)c1ccccc1O,-9,0,-1,-0.3,5,6,-1,-2,15
CC(=O)N1CCN(c2ccccc2NC(=O)c2cccc3c(Cl)cccc23)CC1,6,1,7,2.0,-1,-1,10,-3,14
Cc1ccc(NC(=O)[C@H](NC(=O)[C@@H]2Cc3ccccc3CN2)c2ccccc2)cc1,-24,-3,-17,0.2,-6,9,-3,9,12
CC(C)(C)c1cc(C(=O)NNc2cc(C(F)(F)F)ccc2Cl)n(Cc2ccccc2)n1,34,-11,-9,2.3,10,-4,-14,-31,9
COc1ccc(-c2nc3ccccc3o2)cc1NC(=O)c1ccc(Br)o1,29,0,-2,2.5,19,-1,8,2,5
Cc1nc(NC(=O)c2ccccc2)sc1-c1cc(C(=O)O)nn1Cc1ccccc1,-5,0,-3,-1.8,-3,3,12,3,2
O=C(Nc1cc(S(=O)(=O)N2CCCC2)ccc1Cl)c1cc(F)c(F)c(F)c1F,-15,0,-1,-4.3,10,12,-3,9,1
CS(=O)(=O)N1CC(C(=O)NC2CCCC2)Oc2ccc(Cl)cc21 (stereo not drawn),2,-4,-7,-1.1,-1,-6,3,1,8
Cc1cccc(NC(=S)N2CCN(S(=O)(=O)c3ccccc3)CC2)c1,6,-5,21,0.9,-5,-6,0,-2,4
CCOC(=O)C1C(=O)CC(C)(O)C(C(=O)OCC)C1c1cccs1 (stereo not drawn),12,1,-4,0.1,-7,-4,6,0,0
Cc1cc(C(=O)NN=C2CC(=O)CC(C)(C)C2)c(C)o1,4,2,0,-1.4,8,2,14,4,2
CSCC[C@H](NC(=O)OC(C)(C)C)C(=O)N1CCC(C(=O)N[C@@H](C)C(=O)O)CC1,.,2,0,-0.2,2,0,18,-2,.
Cc1ccc(-c2n[nH]c(S(C)(=O)=O)c2C#N)cc1,-17,1,8,-1.4,-2,1,3,6,2
COc1ccc(C(=O)Nc2cccc(C(=O)NCc3ccco3)c2)cc1,-1,0,6,-1.8,-5,-10,5,0,3
CCCCCCNC(=O)CCNS(=O)(=O)c1ccc(C)cc1,-9,1,-2,0.1,-10,9,21,-1,0
O=C(Nc1ccc(C(O)c2ccccc2)cc1)[C@H]1C[C@H](O)[C@@H](CO)O1 (stereo partly drawn),-10,1,-3,.,.,-1,-9,6,3
CC12COC3(C(=O)Nc4ccccc4)CC1CCC32C (stereo not drawn),3,2,7,-0.3,15,3,9,3,5
CC(C)C[C@H]1CN(CCCC[C@H]2CNC(=O)C(=O)N2CC2CCCCC2)C(=O)C(=O)N1CCc1ccccc1,-23,-6,-15,.,.,9,7,-2,1
CC(=O)N1CCc2cc(Br)cc(S(=O)(=O)N3CCCCC3)c21,3,-3,16,-0.3,4,-3,0,3,3
CCCCN1C(=O)CN(CCc2ccccc2)C(=O)C1c1ccc(OC)cc1 (stereo not drawn),-5,-1,-9,-0.4,-29,-1,11,8,2
